Assay outcomes as filed in PubChem BioAssay.
EPAC2 antagonist = blocks human EPAC2 exchange factor; EPAC2 GEF exchange of Rap1B-BODIPY-GDP, fluorescence; AID 720708; Potency, µM (doses to about 114 µM), for the others: at the top dose activity, negative = inhibition, hits mostly inhibitors; 360,000 tested, 0.18% active; Q8WZA2; further: potency means the concentration at half of the fitted maximal effect; on the % scale 0 is the no-effect control and ±100 the full control effect; nearly all actives have a fitted effect of over 45% in size; many of its hits are not listed in these tables
Target sequence (Q8WZA2 whole entry, looked up): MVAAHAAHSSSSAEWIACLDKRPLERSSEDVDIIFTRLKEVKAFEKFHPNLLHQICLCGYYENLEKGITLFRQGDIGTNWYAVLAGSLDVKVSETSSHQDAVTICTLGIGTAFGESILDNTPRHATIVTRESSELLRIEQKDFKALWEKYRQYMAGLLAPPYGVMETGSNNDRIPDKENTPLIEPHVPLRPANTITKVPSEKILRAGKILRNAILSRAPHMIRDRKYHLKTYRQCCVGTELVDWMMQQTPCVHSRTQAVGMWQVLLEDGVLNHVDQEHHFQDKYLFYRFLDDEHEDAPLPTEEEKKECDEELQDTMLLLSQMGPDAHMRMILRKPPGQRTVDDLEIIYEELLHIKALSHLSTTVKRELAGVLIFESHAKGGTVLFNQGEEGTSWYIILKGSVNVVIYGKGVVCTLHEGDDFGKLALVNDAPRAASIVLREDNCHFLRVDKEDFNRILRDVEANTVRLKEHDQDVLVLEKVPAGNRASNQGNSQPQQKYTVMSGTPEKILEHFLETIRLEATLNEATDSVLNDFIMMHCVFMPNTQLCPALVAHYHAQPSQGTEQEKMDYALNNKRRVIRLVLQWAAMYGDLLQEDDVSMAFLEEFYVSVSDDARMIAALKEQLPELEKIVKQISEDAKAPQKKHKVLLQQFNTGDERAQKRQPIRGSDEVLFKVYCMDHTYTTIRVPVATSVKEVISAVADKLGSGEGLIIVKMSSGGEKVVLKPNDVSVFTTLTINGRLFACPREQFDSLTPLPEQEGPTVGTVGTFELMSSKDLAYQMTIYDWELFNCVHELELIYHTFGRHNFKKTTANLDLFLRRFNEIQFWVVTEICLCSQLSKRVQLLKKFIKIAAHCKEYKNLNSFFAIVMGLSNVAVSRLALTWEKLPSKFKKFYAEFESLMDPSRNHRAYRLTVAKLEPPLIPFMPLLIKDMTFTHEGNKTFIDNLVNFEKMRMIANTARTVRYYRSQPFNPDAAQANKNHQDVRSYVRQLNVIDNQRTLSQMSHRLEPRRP
DRD3 agonist = agonists of human D3 dopamine receptor. P35462. D3R DiscoveRx beta-arrestin cells, luminescence, 90 min. max activation, %. 410,000 tested, 0.58% active. AID 652048; in the data active means max activation above about 30%; further: 0% is about no effect; mostly tested at two doses, the higher about 12 µM
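Cells at 1500/well, incubated overnight, then treated with pinned compounds (dopamine as control) for 90 min at 37 degrees C. DiscoveRx reagent added for 30 - 60 minutes at room temperature; luminescence read.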
D3 antag = D3 dopamine receptor (human) antagonism | D3R cells, DiscoveRx beta-arrestin luminescence, antagonist mode; stronger effect = lower value | P35462 | 360,000 tested, 2.5% active | max response, negative = inhibition, %; in the data active means max response below about -50%; inconclusive means no clear call, values can overlap the other calls; further: on the % scale 0 is the no-effect control and ±100 the full control effect; mostly tested at two doses, the higher about 12 µM
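Cells expressing the human receptor were seeded at 1500 cells/well, incubated overnight at 37 degrees C in 5% CO2, then exposed to library compounds with dopamine controls for 90 minutes at 37 degrees C before luminescent detection.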
Mm-Cpn inhibitor = blocks the Methanococcus maripaludis chaperonin Mm-Cpn. purified Mm-Cpn ATPase, ADP Transcreener TR-FRET. Potency, µM (titrated, usually from 76.9 µM), without a hit: top-dose activity, negative = inhibition, actives largely listed as inhibitors. 330,000 tested, 0.031% active. AID 504842; further: potency means the concentration at half of the fitted maximal effect; on the % scale 0 is the no-effect control and ±100 the full control effect; nearly all actives have a fitted effect of over 80% in size
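TR-FRET (320 nm excitation; 590 and 665 nm emission) reports ADP made from 10 uM ATP by 25 nM enzyme; compounds were preincubated 10 min, reaction run 30 min, both at 37°C.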
EPAC2 ag = agonists of human EPAC2 (RAPGEF4). Q8WZA2. EPAC2 activation, biochemical qHTS; response scale: 100% = 6.5 mM cAMP response. Potency, µM (doses to about 154 µM), for inactives: at the top dose activation, hits mostly activators. 360,000 tested, 0.079% active. AID 720711; further: potency means the concentration at half of the fitted maximal effect; nearly all actives have a fitted effect of over 50% in size
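Compounds were titrated in qHTS against a Rap1B-BODIPY-GDP (250 nM) complex with EPAC2 (100 nM) and GDP (50 uM). BODIPY-GDP release tracked at 480/540 nm over 30 min at room temperature, normalized to 6.5 mM cAMP.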
PTHR1 ag = activates the human parathyroid hormone receptor PTHR1; Q03431; HEK293 GP2 PTHR1 cells, GloSensor cAMP luminescence, 1 h; AID 743266; 410,000 tested, 0.075% active; Potency, µM (highest dose often 115 µM), without a hit: at the top dose activation, usual class: activators; further: potency means the concentration at half of the fitted maximal effect; nearly all actives have a fitted effect of over 55% in size; some results filed as inactive show a strong effect at the top dose; inactives centre near -15; many of its hits are not listed in these tables
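HEK-293-derived GP2 cells expressing PTHR1 and a GloSensor cAMP reporter, 3,000/well, plated overnight, given luciferin plus IBMX (each 0.5 mM as added) for 1 h at 37 °C, then compound for 1 h at 37 °C. Luminescence was read after 15 min at room temperature.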
Akt phos inh = blocks phosphorylation of Akt. Neuro2A IGF-stimulated pAkt S473 HTRF, 20 min; stronger effect = lower value. activity change, % for hits at 50 µM. 360,000 tested, 0.32% active; in the data active means activity change below about -80%; inconclusive means mostly about -51% to -80%; further: on the % scale 0 is the no-effect control and ±100 the full control effect
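Single-point screen (50 µM final compound) in Neuro2A cells stimulated 20 min with 6 nM IGF at 37 deg C. After lysis, Ser473-phosphorylated Akt read by HTRF (ex 330 nm, em 615/665 nm) as the 665/615 ratio.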
CCT modulator = cytosolic chaperonin activity modulation; purified chaperonin ATPase assay, HTRF ADP detection, 30 min; 360,000 tested, 0.3% active; activity change, % (concentration not given with the values), hits read low; in the data active means activity change below about -30%; further: on the % scale 0 is the no-effect control and ±100 the full control effect
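TRiC at 40 or 20 nM final (batch-dependent) in 30 mM Tris pH 7.4, 100 mM KCl, 5 mM MgCl2, 1 mM DTT, with compound at single 76 uM and 10 uM ATP, 30 min at 37 deg C. ADP detected by HTRF Transcreener, 665/615 ratio.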
* = called active by the depositor; i = inactive; ? = inconclusive; · = not tested or not shown; [ ] = another dose, or the depositor's remark. Unless noted, the call rests on the fitted dose curve; in most records, active means well fitted curve in the direction sought with a large enough effect; inconclusive means small, poorly fitted or top-dose-only effect, or another doubt; inactive means no such curve, though single readings can be large; an effect the other way counts as inactive or inconclusive.

Screens in order: EPAC2 antagonist, DRD3 agonist, D3 antag, Mm-Cpn inhibitor, EPAC2 ag, PTHR1 ag, Akt phos inh, CCT modulator
- O=C(Nc1ccccc1C(=O)N1CCCCC1)c1ccc(Cl)cc1Cl
  1%, 3, 13, 0%, 5%, i, i, 1.5
- COc1ccccc1C(=O)C1CCCN(C(=O)c2cn3cc(Cl)ccc3n2)C1 (stereo not drawn)
  8%, 9, -7, -4%, 5%, i, i, 1.3
- Cn1c(NC(=O)c2ccc(S(=O)(=O)N3CCOCC3)cc2)cc(=O)n(C)c1=O
  0%, -5, 7, -1%, 2%, i, i, -3.2
- CCOC(=O)C(=O)Nc1ccc([N+](=O)[O-])cc1OC
  -1%, 2, -5, 3%, 0%, -35%, i, 2.2
- CCCCCCCNC(=O)C1(CC2CC(c3cccc(Br)c3)=NO2)CCN(C(=O)C2(C)CC2)CC1 (stereo not drawn)
  -12%, 10, -7, 1%, -1%, -12%, i, -1.0
- CCOc1ccc(CN(C)C(=O)c2ccc3c(c2)NC(=O)C(C)S3)cc1OC (stereo not drawn)
  0%, 2, 25, 3%, 5%, -49%[inhibitor], i, 1.4
- Cc1ccc2oc(=O)n(CC(=O)c3ccc(F)cc3)c2c1
  8%, -2, -13, 0%, 4%, -3%, i, -0.7
- CC(NC(=O)CN1CCc2ccccc21)c1ccccc1 (stereo not drawn)
  0%, 3, -4, -5%, 10%, i, i, 0.1
- O=C(CSc1nc2ccc(Cl)cc2[nH]1)Nc1ccc2c(c1)CCC2
  -2%, 1, 11, 3%, -13%, -1%, i, 0.2
- CS(=O)(=O)Nc1cccc(NC(=O)c2ccc(-c3ccc(F)c(F)c3)c3ccoc23)c1
  -1%, 10, 82, ·, 6%, i, i, 0.8
- CCC1CCCCN1C(=O)CCc1nnc(Cc2c[nH]c3ccccc23)o1 (stereo not drawn)
  -3%, -8, ?, 0%, -3%, -30%, i, 0.8
- C=CCn1c(=O)/c(=C/c2ccc(Cl)cc2)s/c1=C(/C#N)c1nnc2n1CCCCC2
  -2%, -3, -14, -1%, 8%, -6%[57.5 µM], i, -1.9
- CSc1ncc(S(=O)(=O)c2ccccc2)c(=O)[nH]1
  1%, -8, -13, 1%, 12%, 24%, i, -1.6
- COc1ccc(C(=O)N/N=C/c2ccccn2)cc1
  -11%, 1, -19, ·, 3%, -31%, i, 2.7
- COc1ccc(C(=O)CSc2nnc(CNc3ccc(C)cc3C)n2Cc2ccco2)cc1
  -3%, -2, 13, -5%, -2%, -16%[57.5 µM], i, 1.5
- Cc1ccc(S(=O)(=O)N2CCOCC2)cc1NC(=O)COC(=O)COc1cccc2c1OC(C)(C)C2
  -4%, 10, -4, -1%, 10%, i, i, 0.4
- CCN(CC)CCCNC(=S)N(Cc1cccnc1)Cc1cc2cccc(C)c2[nH]c1=O
  -11%, -18, -23, -1%, 7%, i, i, -0.5
- Cc1ccc(N(C(=O)CCC(=O)Nc2cc(C)on2)C(C(=O)NC2CCCC2)c2ccccc2)cc1 (stereo not drawn)
  37%[activator], -5, -7, -1%, -10%, i, i, 0.9
- Cc1ccc2c(c1)cc(CN(Cc1cccs1)C(=O)c1ccco1)c1nnnn12
  -2%, -2, 0, 0%, -2%, -4%[57.5 µM], i, -5.4
- COC(=O)CS(=O)(=O)c1cccc2cccnc12
  0%, 0, 5, 1%, 14%, -13%, i, 2.3
- O=C(N/N=C/C(Br)=C/c1ccccc1)NC1CCCCC1
  -5%, 10, 1, 1%, -5%, -21%, i, -2.1
- COc1ccc(/C=C/C(=O)Nc2nc(C)c(C(=O)N(C)C)s2)cc1OC
  6%, 0, 3, 0%, 4%, -17%, i, -0.1
- Cn1ccnc1Sc1ccc(C(N)=O)cc1[N+](=O)[O-]
  9%, 9, -6, 1%, -5%, i, i, -2.2
- NC(c1ccncc1)c1ccc(Cl)cc1 (stereo not drawn)
  3%, 0, 16, ·, 2%, -5%, i, -0.1
- COc1cc2c(cc1OC)C(=NO)CCCC2
  9%, -1, -12, ·, 4%, -21%, i, 0.7
- O=C(Nc1ccccn1)NC1CCS(=O)(=O)C1 (stereo not drawn)
  10%, 1, -22, 1%, -3%, i, i, 0.6
- COc1ccc(C(=O)Nc2cc(C)nc3ccccc23)cc1OC
  -5%, 0, 17, -2%, 10%, -22%, i, -1.9
- Cc1cnc(NC(=O)CSc2c(Cl)cccc2Cl)s1
  -1%, -6, 0, 1%, -5%, -1%, i, -2.8
- OCC(Cc1ccc2c(c1)OCO2)C(CO)Cc1ccc2c(c1)OCO2 (stereo not drawn)
  -1%, 7, 11, 1%, 6%, -86%[inhibitor], i, 0.5
- CCOC(=O)c1cnc2ccc(C(=O)OC)cc2c1Nc1ccc(C(=O)O)cc1
  -4%, 1, -6, 3%, 7%, i, i, 0.5
- CCS(=O)(=O)N1CCN(c2ccc(S(=O)(=O)N3CCOCC3)cc2)CC1
  6%, 3, 9, -1%, 0%, i, i, -1.9
- COc1ccc(NC(=O)CNc2ccccc2N2CCCC2=O)cc1S(=O)(=O)N1CCOCC1
  13%, 2, -8, 0%, -1%, i, i, -0.4
- Cc1cc(C)cc(NC(=O)c2cccc(C(=O)Nc3cc(C)cc(C)c3)n2)c1
  -3%, 2, 2, -1%, -2%, i, i, -1.7
- CC(c1ccc(F)cc1)n1c(-c2cccs2)n[nH]c1=S (stereo not drawn)
  -7%, -4, -5, 0%, 10%, i, i, -0.2
- Cc1ccc(NC(=O)CSc2nnc3ccc(-c4ccncc4)nn23)cc1
  -10%, 5, -14, -2%, 9%, -31%[inhibitor], i, -2.1
- CCC(C)(C)NC(=O)C(c1ccc(OC)cc1)N(C(=O)CCC(=O)Nc1cc(C)on1)C(C)(C)C (stereo not drawn)
  -6%, -32, 4, 0%, 4%, -21%, i, -5.9
- CC(=O)OC(C(=O)NCCN1CCOCC1)c1c(F)cccc1F (stereo not drawn)
  7%, 0, -5, 2%, 0%, 13%, i, 0.0
- O=C(c1ccc(Cn2cc(Br)cn2)cc1)N1CCN(c2ccccc2)CC1
  -10%, 18, 21, -2%, 4%, 0%[57.5 µM], i, 1.3
- O=C(NC1CCCCC1)N1CCCCCCC1
  -13%, -2, ?, -1%, 0%[15.6 µM], i, ·, -0.6
- O=C(c1cccc([N+](=O)[O-])c1)N1CCN(c2n[nH]c(=O)[nH]c2=O)CC1
  1%, -3, 5, -2%, -3%, i, i, 0.9
- CCc1nn(CC(=O)NCCN2CCOCC2)c(=O)c2cc3c(OC)cccc3n12
  0%, 2, 17, -2%, 15%, i, ·, -0.8
- CSc1ccc(Cl)c(C(=O)NCCOc2ccccc2)c1
  -13%, -14, ?, -1%, 17%, -30%[57.5 µM], i, -1.4
- O=C(Cn1nnc2ccccc2c1=O)N[C@@H](Cc1ccccc1)C(=O)O
  -1%, 16, -18, 2%, 1%, -7%, i, 1.3
- O=C(c1cc(C2CC2)nn1-c1ccccc1)N1CCN(c2ccc(O)cc2)CC1
  -3%, -13, 0, 2%, 7%, 5%, i, -2.3
- CCCCn1c(N)c(N(CC(C)C)C(=O)C2CCCO2)c(=O)[nH]c1=O (stereo not drawn)
  1%, 12, -1, ?, 1%, ?, i, -1.5
- N#Cc1nc(COc2ccccc2)oc1NCCCn1ccnc1
  10%, 0, -20, -14%, -6%, i, i, 1.1
- O=C(COC(=O)c1ccccc1O)Nc1cc(S(=O)(=O)N2CCCCCC2)ccc1Cl
  -2%, -13, -11, 0%, 3%, -86%[inhibitor], i, 1.8
- CS(=O)(=O)N1CCN(c2ccccc2NC(=O)c2ccc(-c3ccc(Cl)cc3Cl)o2)CC1
  12%, 1, 30, -4%, -1%[15.6 µM], -11%[57.5 µM], ·, -3.7
- COc1ccc(CCNC(=O)CSc2nc(O)cc(=O)[nH]2)cc1OC
  5%, 4, -5, -5%, 14%, i, i, -0.2
- CCCCN1CCc2c([nH]c3c(C)cccc23)C1=O
  8%, 1, -10, 2%, 0%, -8%[57.5 µM], i, 1.5
- Cc1ccc(NS(=O)(=O)c2ccc(-c3ccc(=O)[nH]n3)o2)cc1
  5%, -6, -18, 1%, 8%, i, i, -1.5
- COc1ccc(NC(=O)C2C3CC/C=C\CCC32)cc1 (stereo not drawn)
  2%, 8, 1, 0%, 1%, -4%, i, 0.2
- C=CCOc1cccc(C2C(C(=O)c3ccco3)=C(O)C(=O)N2CCN2CCOCC2)c1 (stereo not drawn)
  4%, -1, -15, -1%, -10%, i, i, 0.0
- Cc1nc2ccc(S(=O)(=O)NC(C(=O)NC3CCCC3)C(C)C)cc2s1 (stereo not drawn)
  11%, 6, -4, -11%, 5%, -21%, i, 2.8
- Cc1ccc2nc(-c3ccncc3)cc(C(=O)Nc3ccncc3)c2c1
  13%, 13, 105, 0%, 7%, -4%, i, 0.0

Part of the list above in order of formula weight, falling:
Screens in order: EPAC2 antagonist, DRD3 agonist, D3 antag, Mm-Cpn inhibitor, EPAC2 ag, PTHR1 ag, Akt phos inh, CCT modulator
- CS(=O)(=O)N1CCN(c2ccccc2NC(=O)c2ccc(-c3ccc(Cl)cc3Cl)o2)CC1
  12%, 1, 30, -4%, -1%[15.6 µM], -11%[57.5 µM], ·, -3.7
- C=CCOc1cccc(C2C(C(=O)c3ccco3)=C(O)C(=O)N2CCN2CCOCC2)c1 (stereo not drawn)
  4%, -1, -15, -1%, -10%, i, i, 0.0
- O=C(c1cc(C2CC2)nn1-c1ccccc1)N1CCN(c2ccc(O)cc2)CC1
  -3%, -13, 0, 2%, 7%, 5%, i, -2.3
- COc1ccc(CCNC(=O)CSc2nc(O)cc(=O)[nH]2)cc1OC
  5%, 4, -5, -5%, 14%, i, i, -0.2
- O=C(Cn1nnc2ccccc2c1=O)N[C@@H](Cc1ccccc1)C(=O)O
  -1%, 16, -18, 2%, 1%, -7%, i, 1.3
- Cc1ccc2nc(-c3ccncc3)cc(C(=O)Nc3ccncc3)c2c1
  13%, 13, 105, 0%, 7%, -4%, i, 0.0
- N#Cc1nc(COc2ccccc2)oc1NCCCn1ccnc1
  10%, 0, -20, -14%, -6%, i, i, 1.1
- COc1ccc(NC(=O)C2C3CC/C=C\CCC32)cc1 (stereo not drawn)
  2%, 8, 1, 0%, 1%, -4%, i, 0.2
- CCCCN1CCc2c([nH]c3c(C)cccc23)C1=O
  8%, 1, -10, 2%, 0%, -8%[57.5 µM], i, 1.5

Some of the compounds tested; rates above refer to the full screens.
